Apoferritin bind – binds horse apoferritin like a general anesthetic; actives 0.074% (n = 350,000); apoferritin/1-aminoanthracene competitive binding, fluorescence; Potency, µM (highest dose often 77.5 µM), without a hit: at the top dose activity change, negative = displacement, actives largely listed as inhibitors; also: potency is read from the fitted curve at half-maximal effect; % is scaled to controls: 0 for no effect and ±100 for the full control effect; nearly all actives have a fitted effect of over 20% in size
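In PBS, apoferritin at 10 uM is loaded with 1-AMA from a 50% saturated solution. After 10 min of compound exposure at ambient temperature, reduced 535 nm fluorescence indicates probe displacement.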
GRP78 ERSR act – induces the endoplasmic reticulum stress response in human glioma cells; actives 0.02% (n = 420,000); Potency, µM, inactives show at the highest dose activation, usual class: activators; U87-MG GRP78 promoter luciferase reporter, 16 h; also: potency is read from the fitted curve at half-maximal effect; series mostly up to about 76 µM; % of control where 0% means no effect; nearly all actives have a fitted effect of over 35% in size
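Stably transfected U87-MG glioma cells carrying a GRP78-based luciferase sensor; 16 h compound incubation. Luminescence end-point read 10 min after Bright-Glo addition at room temperature.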
APEX1 inh – inhibitors of human APE1 endonuclease. P27695. recombinant APE1, TAMRA/BHQ-2 abasic DNA cleavage fluorescence. Potency, µM (doses to about 65.8 µM), without a hit: top-dose activity change, negative = inhibition, actives largely listed as inhibitors. actives 0.35% (n = 350,000);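 also: potency is read from the fitted curve at half-maximal effect; plate controls were vehicle for no effect and reference inhibitor for full effect; nearly all actives have a fitted effect of over 55% in size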
Target sequence (P27695 whole entry, looked up): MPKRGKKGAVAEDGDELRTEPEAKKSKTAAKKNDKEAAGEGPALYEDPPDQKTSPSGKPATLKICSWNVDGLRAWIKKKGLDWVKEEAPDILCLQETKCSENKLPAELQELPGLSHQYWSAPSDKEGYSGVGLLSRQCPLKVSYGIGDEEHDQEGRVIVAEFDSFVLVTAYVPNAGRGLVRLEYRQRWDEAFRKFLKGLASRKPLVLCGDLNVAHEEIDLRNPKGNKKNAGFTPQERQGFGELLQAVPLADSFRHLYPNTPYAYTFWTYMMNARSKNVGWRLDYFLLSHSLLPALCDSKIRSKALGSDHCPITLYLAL
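Step 1: APE1 (0.75 nM) with compound, 15 min RT. Step 2: add 50 nM fluorophore/quencher THF duplex. Step 3: three fluorescence reads 60 s apart (525/598 nm); read 3 minus read 1 = reaction progress.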
POLH inh – inhibitors of human DNA polymerase eta. recombinant Pol eta, fluorescent DNA replication assay. Potency, µM (titrated, usually from 114 µM), for inactives: top-dose activity change, negative = inhibition, actives largely listed as inhibitors. actives 1.2% (n = 390,000). AID 588591; also: potency is read from the fitted curve at half-maximal effect; % is scaled to controls: 0 for no effect and ±100 for the full control effect
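Fluorescent replication assay: 50 nM final substrate added after a 15 min room-temperature compound preincubation with 10 nM enzyme. Signal taken at 0 min and again at 10 min.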
BLM helicase inh – blocks DNA unwinding by human BLM helicase. actives 0.2% (n = 350,000). Potency, µM (doses to about 56.1 µM), inactives show at the top dose activity change, negative = inhibition, most hits filed as inhibitors. recombinant BLM DNA unwinding, fluorescence dequenching. AID 2528. P54132;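 also: potency is read from the fitted curve at half-maximal effect; plate controls were vehicle for no effect and no enzyme for full effect; nearly all actives have a fitted effect of over 35% in size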
POLI inh – blocks human DNA polymerase iota activity; Potency, µM (doses to about 115 µM), for inactives: at the highest dose activity, negative = inhibition, hits mostly inhibitors; actives 1% (n = 390,000); Pol iota fluorescent replication assay, 10 min; Q9UNA4; also: potency is read from the fitted curve at half-maximal effect
Target sequence (Q9UNA4 whole entry, looked up): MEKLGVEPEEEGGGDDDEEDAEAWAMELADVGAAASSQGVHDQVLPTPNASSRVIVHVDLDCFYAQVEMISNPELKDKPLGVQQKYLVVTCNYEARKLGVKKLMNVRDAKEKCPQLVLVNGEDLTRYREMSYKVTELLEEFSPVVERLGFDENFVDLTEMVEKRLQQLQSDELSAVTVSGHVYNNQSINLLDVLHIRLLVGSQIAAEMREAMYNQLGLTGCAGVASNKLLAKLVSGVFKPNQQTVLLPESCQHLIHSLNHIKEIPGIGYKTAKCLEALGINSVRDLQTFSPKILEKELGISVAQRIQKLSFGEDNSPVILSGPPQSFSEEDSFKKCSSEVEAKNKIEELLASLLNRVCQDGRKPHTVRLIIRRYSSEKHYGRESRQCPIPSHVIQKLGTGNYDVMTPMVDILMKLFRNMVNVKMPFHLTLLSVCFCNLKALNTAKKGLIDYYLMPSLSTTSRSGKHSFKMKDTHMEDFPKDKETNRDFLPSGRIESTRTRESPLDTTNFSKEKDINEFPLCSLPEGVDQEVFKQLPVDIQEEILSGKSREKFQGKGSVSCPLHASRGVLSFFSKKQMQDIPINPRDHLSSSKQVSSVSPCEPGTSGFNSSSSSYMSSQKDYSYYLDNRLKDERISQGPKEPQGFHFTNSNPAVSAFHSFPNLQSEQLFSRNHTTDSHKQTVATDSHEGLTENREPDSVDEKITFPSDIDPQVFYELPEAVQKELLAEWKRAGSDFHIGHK
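Fluorescent replication assay read twice, at 0 min and 10 min after adding 50 nM (final) substrate. Enzyme (10 nM) and compounds were first incubated 15 min at room temperature; enzyme-free buffer wells were negative controls.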
LDHA inh – LDHA (human) enzyme inhibition | actives 0.15% (n = 480,000) | purified LDHA, NADH/diaphorase-resazurin fluorescence; stronger effect = lower value | P00338 | AID 1347041 | activity change, % (values are at about 110 or 230 µM); in the data active = activity change below about -30%; inconclusive = mostly about -25% to -30%;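 also: plate controls were DMSO wells for no effect and wells without enzyme for full effect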
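Remaining NADH was detected by diaphorase (0.133 mg/mL) converting 37 µM resazurin to fluorescent resorufin, read at 0 and 20 minutes. The preceding 5-minute room-temperature reaction used 2 nM LDHA, 0.2 mM sodium pyruvate and 0.06 mM NADH at pH 7.4.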
Pol kappa inh – DNA polymerase kappa (human) inhibition; Q9UBT6; purified Pol kappa, fluorescent DNA synthesis assay, 10 min; Potency, µM (series often up to 107 µM), for inactives: at the top dose activity, negative = inhibition, usual class: inhibitors; actives 0.53% (n = 400,000); AID 588579; also: potency is read from the fitted curve at half-maximal effect; % is scaled to controls: 0 for no effect and ±100 for the full control effect
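First, compounds were pin-transferred onto 10 nM Pol kappa. After 15 min at room temperature, substrate was added to 50 nM final. Fluorescence was then measured kinetically at 0 and 10 min.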
Pol beta inh – DNA polymerase beta (human) inhibition; Pol beta primer extension/strand displacement, fluorescence kinetic; actives 1.3% (n = 340,000); Potency, µM (titrated, usually from 114 µM), inactives show at the top dose activity change, negative = inhibition, actives largely listed as inhibitors; P06746; also: potency is read from the fitted curve at half-maximal effect; % is scaled to controls: 0 for no effect and ±100 for the full control effect
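10 nM enzyme + cpd, 15 min RT; start with substrate 50 nM final; read 0 min and after 10 min RT. Corrected, normalized data; 4-parameter Hill curve fit.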
* hit, by the source's call; ? = inconclusive; . = not tested or not shown; & = joins results of further samples; [ ] = dose if it differs, or a comment. Unless noted, calls follow the shape of the dose curve; as a rule, active = well fitted curve in the direction sought with a large enough effect; inconclusive = small, poorly fitted or top-dose-only effect, or another doubt; inactive = no such curve, though single readings can be large; an effect the other way counts as inactive or inconclusive. The list is partial (hit frequency here may not be typical).

Structure | Apoferritin bind | GRP78 ERSR act | APEX1 inh | POLH inh | BLM helicase inh | POLI inh | LDHA inh | Pol kappa inh | Pol beta inh
CSc1ccc(CCNC(=O)c2ccc(CS(=O)Cc3ccc(Cl)cc3)o2)cc1 (stereo not given) | -3%&-2% | -2%&-4% | 72%[activator] | -9%&-5% | 0%&-6% | 42%&4%[activator] | 1&-6 | 14%&-5% | -13%&-21%
Nc1ccc(C=C2C=Cc3ccccc32)cc1 | . | -2% | . | -17% | . | 95%[activator] | -4 | -3% | .
CCn1c(=O)c2sccc2n2c(CCCC(=O)NC3CCN(Cc4ccccc4)CC3)nnc12 | -9% | -1% | 34% | -13% | -8% | 26% | -2 | 3% | 16%
C=CCC[C@H](Cc1ccc(F)cc1)C(=O)OC[C@H](C)NC(=O)[C@@H](CC=C)CC(=O)N[C@H](CO)Cc1ccccc1 | . | -4% | 11% | -13% | . | -9% | -1 | -7% | .
O=C(NCCCn1ccnc1)/C(=C\c1ccc(Br)cc1)NC(=O)c1ccccc1 | -11% | -3% | 22% | -11% | 0% | -7% | -2 | 6% | -1%
Cn1c(=O)c2c(ncn2CC(=O)Nc2cccc(S(=O)(=O)Nc3ccccc3F)c2)n(C)c1=O | -17% | -2% | 11% | -7% | 1% | -17% | -4 | -13% | 25%
CCOC(=O)c1ccccc1OC(=O)CS(=O)c1ccccc1[N+](=O)[O-] (stereo not given) | -20% | -2% | ? | -10% | 1% | 29% | 6 | -1% | -9%
CCOC(=O)c1c(C)[nH]c(CCC(=O)Nc2ccc(C)c(F)c2)c1C | 1% | -3% | . | -13% | -4% | 11% | -2 | -17%[60.1 µM] | -11%
O=C(NCCc1ccccc1)C1=CCN(S(=O)(=O)c2ccccc2)CC1 | -9% | 3% | -2% | 2% | -3% | -5% | -5 | -9% | 58%
CC(C)C(NC(=O)c1ccccc1F)C(=O)NCCc1ccccn1 (stereo not given) | -16% | -3% | 1% | -10% | 0% | 54%[activator] | -2 | 3% | -10%
O=C1C=C(c2ccc3[nH]ccc3c2)C[C@@H](c2ccc(F)cc2)C1 | . | -3% | -10% | -27% | . | 11% | 0 | -7% | .
CCCCN(C(=O)c1ccc2c(c1)OCCO2)c1c(N)n(CCCC)c(=O)[nH]c1=O | . | -5% | -10% | -5% | . | 49%[activator] | -1 | -12% | .

An excerpt from above, reduced to Apoferritin bind and POLH inh:
molecule	Apoferritin bind	POLH inh
CSc1ccc(CCNC(=O)c2ccc(CS(=O)Cc3ccc(Cl)cc3)o2)cc1 (stereo not given)	-3%&-2%	-9%&-5%
Nc1ccc(C=C2C=Cc3ccccc32)cc1	.	-17%
CCn1c(=O)c2sccc2n2c(CCCC(=O)NC3CCN(Cc4ccccc4)CC3)nnc12	-9%	-13%
C=CCC[C@H](Cc1ccc(F)cc1)C(=O)OC[C@H](C)NC(=O)[C@@H](CC=C)CC(=O)N[C@H](CO)Cc1ccccc1	.	-13%

Continued.
Structure | Apoferritin bind | GRP78 ERSR act | APEX1 inh | POLH inh | BLM helicase inh | POLI inh | LDHA inh | Pol kappa inh | Pol beta inh
CCc1cc2cc(C)c(C)cc2nc1SCC(=O)NNC(=O)c1ccco1 | -9% | -1% | -11% | 10% | -7% | 2% | -9 | -11% | 1%
CCOc1ccc(CN2CCc3nc(Nc4ccc5c(c4)OCCO5)ncc3C2)cc1 | -5% | 1% | . | 1% | -5% | -6% | 1 | -1%[60.1 µM] | -1%
Cc1ccc2c(=O)cc(C(=O)Nc3c(C)n(C)n(-c4ccccc4)c3=O)oc2c1C | -2% | -2% | . | -15% | -1% | 20% | -4 | 28% | 19%
Cc1nn(Cc2ccccc2Cl)c(C)c1NC(=O)Cn1nc([N+](=O)[O-])c(Cl)c1C | -14% | 1% | -3% | ? | -6% | -6% | -3 | -3% | 11%
CC(C)[C@H](NC(=O)N1CCn2c1nc1ccccc12)C(=O)NCCc1ccccc1 | -20% | 1% | 54%[activator] | -17% | -2% | 13% | -1 | 5% | 23%
CC(=O)Nc1ccc(S(=O)(=O)NNC(=O)c2ccc(C)cc2)cc1 | -10% | -4% | 8% | -13% | -5% | 14% | -7 | 3% | 32%
CN(C)CCCN(C(=O)c1ccc(S(=O)(=O)N2CCc3ccccc32)cc1)c1nc2c(Cl)cccc2s1 | ? | -5% | -12% | -4% | 1% | -4% | -6 | -15% | -13%
CC(C)(C)OC(=O)NCCCCCC(=O)N/N=C/c1coc2ccccc2c1=O | 5% | -1% | ? | 2% | -1% | 25% | 1 | -4% | 22%
CNC(=O)C(=O)Nc1c(C)cc(C)cc1C | 0% | 0% | 18% | -19% | 2% | 27% | 2 | -1% | 39%
COc1ccc(C(=O)NNC(=O)C(=O)NC2CCCCC2)cc1 | 3% | -1% | 27% | -21% | -3% | 25% | 6 | 0% | 8%
Cc1cc2sc3nc(=O)n(-c4ccccc4)c(=O)n3c2cc1C | -6% | 1% | 7% | -10% | -3% | 137%[activator] | -5 | -3% | ?
c1csc(-c2csc3nc(CN4CCOCC4)nc(NCc4ccc5c(c4)OCO5)c23)c1 | -7% | -11% | 5% | -16% | -5% | 10% | -2 | -4% | -6%

Following part:
Each structure is followed by: Apoferritin bind | GRP78 ERSR act | APEX1 inh | POLH inh | BLM helicase inh | POLI inh | LDHA inh | Pol kappa inh | Pol beta inh
CCN1CCN(CC(O)COc2ccc(C(C)=O)cc2)CC1 (stereo not given)
  -15% | -4% | -1% | -6% | 1% | -13% | 1 | 21% | 13%
Cc1c(C(=O)N2CCCCC2)nn(-c2ccc(Cl)cc2)c(=O)c1C#N
  -4% | 0% | -5% | -16% | -6% | 5% | 1 | -8% | -1%
O=C(c1ccc2c(c1)N(Cc1ccccc1F)C(=O)c1ccccc1S2(=O)=O)N1CCCCC1
  -4% | -1% | . | -11% | -5% | 13% | -4 | 1% | 37%
Cc1cccc(C)c1Nc1c(-c2ccsc2)nc2ccccn12
  126%[activator] | -4% | . | -19% | -8% | -11% | 0 | 0% | -27%
c1ccc(COc2cccc(CNCc3ccccn3)c2)cc1
  ? | 1% | 4% | -16% | 3% | 24% | 0 | 8% | 0%
CC(=O)Nc1nc(NCc2ccccc2Cl)n(-c2ccccc2)n1
  4% | -5% | -11% | -7% | 1% | 8% | -1 | -6%[60.1 µM] | 18%
COc1ccc(-c2cnnc(N/N=C/c3ccc(O)cc3)n2)cc1
  -7% | 18% | 1% | -10% | -4% | 45%[activator] | -6 | -5% | -8%
CCCCn1c(N)c(N(CCOC)C(=O)c2cc(-c3ccco3)nc3ccccc23)c(=O)[nH]c1=O
  . | 0% | ? | 11µM* | . | 20µM* | -7 | 89µM* | .
COc1cc(C2c3c(oc4ccccc4c3=O)C(=O)N2c2ccc(C)cn2)ccc1O (stereo not given)
  -7% | 2% | 0% | -4% | -3% | 4% | -2 | 6% | 1%
O=C(NCc1n[nH]c(=S)n1-c1cccc(Cl)c1)c1ccc(S(=O)(=O)N2CCCCC2)cc1
  -9% | -4% | 75%[activator] | -7% | -2% | 15% | -4 | 1% | 26%
COc1cc(CNCCc2ccccc2)cc(Cl)c1OCc1ccccc1
  -23% | -6% | -3% | -8% | 4% | -13% | -2 | -19% | 1%
Cc1ccc(CN2CCN(/N=C/c3ccc(C)s3)CC2)cc1
  -5% | 0% | 10% | -16% | -1% | 24% | -3 | -14% | -29%
Cc1ccccc1-c1ccccc1N
  -5% | -5% | -4% | -3% | 3% | 22% | -1 | -5% | -1%
COC(=O)c1ccc(NC(=O)C2CCCN2S(=O)(=O)c2ccc(OC)cc2)cc1 (stereo not given)
  -6% | -5% | -6% | -10% | -1% | 4% | -3 | -6% | -23%
Cc1c(C)n(Cc2ccc(F)cc2)c2ccc(C(=O)N3CCN(c4ccc(Cl)cc4)CC3)cc12
  5% | -1% | . | 13% | -8% | 6% | 1 | -3% | -2%
CC(C)CCN(CCC(C)C)C(CO)(CO)CO
  -9% | -4% | 2% | 10% | -1% | 50%[activator] | 2 | -4% | 28%
C[C@@H](NC(=O)c1nc[nH]c1C(=O)N[C@@H](Cc1ccccc1)C(=O)OCc1ccccc1)c1ccccc1
  -4% | -2% | -2% | -8% | -15% | -7% | 1 | 2% | -1%
CCOC(=O)c1cc2c(=O)n3cccc(C)c3nc2n(CCOC)c1=NC(C)=O
  58%[activator] | 1% | 0% | 0% | -2% | ? | 5 | -14% | 12%
CN(Cc1ccccc1)C(=O)COC(=O)C1CCN(S(=O)(=O)c2cccs2)CC1
  -15% | 1% | -3% | -6% | -2% | -7% | -7 | 0% | 32%[activator]
CCc1cc2ccccc2nc1SCC(=O)N1CCN(C(=O)c2ccco2)CC1
  -23% | -7% | -2% | -9% | -2% | -7% | -3 | -8% | 10%
O=C(NCCc1ccc(Cl)cc1)C1CC(=O)N(C2CCCC2)C1 (stereo not given)
  -11% | 2% | 30% | -12% | 2% | 3% | -3 | 0% | -17%
O=C(O)/C=C/c1ccc(S(=O)(=O)NCc2cccnc2)cc1
  -6% | 0% | -3% | -10% | -1% | 32%[activator] | -3 | -4% | 4%
O=C(O)CC(c1ccccc1)N1C(=O)c2cccc([N+](=O)[O-])c2C1=O (stereo not given)
  35%[activator] | -2% | 19% | -8% | 3% | -6% | -4 | -15% | 33%
CC1CCN(Cc2cc(=O)oc3ccc4ccccc4c23)CC1
  -3% | -8% | 1% | -11% | -6% | 34%[activator] | 0 | -15% | 3%

Marked active in POLH inh (from the list above):
SMILES	Apoferritin bind	GRP78 ERSR act	APEX1 inh	POLH inh	BLM helicase inh	POLI inh	LDHA inh	Pol kappa inh
CCCCn1c(N)c(N(CCOC)C(=O)c2cc(-c3ccco3)nc3ccccc23)c(=O)[nH]c1=O	.	0%	?	11µM*	.	20µM*	-7	89µM*

Screening results deposited in PubChem by National Center for Advancing Translational Sciences (NCATS).
